KKLEB tox – counter-screen for CF NF-kB inhibitors: cytotoxicity | KKLEB CF airway cells viability, ATPlite luminescence, overnight; hits give low values; cells stimulated with P. aeruginosa culture filtrate | activity change (cytotoxicity), % at 5 µM | actives 0.36% (n = 360,000);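 active = corrected activity change at or below -50% at 5 µM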
Shn3 3UTR inh – reduces Shn3 3'UTR luciferase signal in osteoblasts | Clone20 osteoblast Shn3 3'UTR firefly luciferase, 24 h | inhibition, % at 12.5 µM | actives 0.52% (n = 360,000) | AID 588674;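 active = mean inhibition of at least 75% with every replicate also reaching 75%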;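 note: 0% = median of neutral control wells and 100% = pilot-screen positive control compound; some compounds past the cut are filed as inactive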
NR2E3 ag-1 – agonists of human nuclear receptor NR2E3. GST-NR2E3/biotin-RetCOR TR-FRET, 1536-well. AID 2300. inhibition of corepressor binding, % at 4.78 µM. actives 0.12% (n = 320,000). Q9Y5X4;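 active = percent inhibition above the cutoff of mean plus 3 SD of all tested compounds, set per screening campaign, cut at about 20% in these data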;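 note: 0% = DMSO wells and 100% = biotin wells as full block of FRET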
Target sequence (Q9Y5X4 whole entry, looked up): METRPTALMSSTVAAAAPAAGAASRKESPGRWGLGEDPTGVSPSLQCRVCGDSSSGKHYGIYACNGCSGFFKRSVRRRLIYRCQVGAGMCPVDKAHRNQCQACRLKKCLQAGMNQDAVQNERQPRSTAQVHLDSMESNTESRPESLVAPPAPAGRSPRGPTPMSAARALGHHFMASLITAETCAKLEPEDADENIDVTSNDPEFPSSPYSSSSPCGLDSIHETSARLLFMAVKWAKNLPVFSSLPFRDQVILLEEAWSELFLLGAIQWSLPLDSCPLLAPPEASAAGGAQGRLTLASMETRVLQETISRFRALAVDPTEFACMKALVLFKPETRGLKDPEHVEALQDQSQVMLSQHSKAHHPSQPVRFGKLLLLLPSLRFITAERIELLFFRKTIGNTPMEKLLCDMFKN
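Material: NR2E3–RetCOR corepressor complex / Amount: 1.35 nM GST-NR2E3 / Medium: Tris pH 7.5 / Compound: single nominal compound dose of 4.8 µM / Incubation: 5 h at 4 °C / Technique: TR-FRET, Eu(K)-anti-GST donor, streptavidin-D2 acceptor, ex 340, em 617/671 nm / Read-out basis: percent loss of FRET ratio relative to control wells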
TROY signal inh – blocks TROY-dependent signaling in reporter cells. Q293 LMP1-TROYcd NF-kB luciferase reporter, 4 h. inhibition, % at 10 µM. actives 0.98% (n = 360,000). AID 1347056;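 active = compounds whose plate-normalised and pattern-corrected inhibition of the luciferase reporter signal at the single screening dose is 50% or more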
TWEAK-Fn14 inh – inhibitors of TWEAK-Fn14 interaction signaling | TWEAK-stimulated Fn14 reporter cells, luciferase luminescence, 8 h | inhibition, % at 10 µM | actives 2% (n = 360,000) | AID 1159606; in the data active = inhibition above about 50%
CF NFkB block – blocks PAF-induced NF-kB reporter in cystic fibrosis cells | KKLEB NF-kB-GFP reporter, GFP fluorescence overnight | inhibition, % at 5 µM | actives 0.86% (n = 360,000) | AID 588850;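 active = at least 50% inhibition at 5 µM, scaled per plate between neutral and stimulator controls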;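 note: PAF is a Pseudomonas aeruginosa culture filtrate used as stimulus; plate controls were PAF-stimulated DMSO wells for no effect and unstimulated DMSO wells for full effect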
TRPM1 prom inh – reduces MITF-dependent TRPM1 promoter luciferase signal. SK-MEL-5 TRPM1 promoter luciferase, 24 h. inhibition, % at 12.5 µM. actives 0.83% (n = 330,000). AID 488899;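 active = mean inhibition across replicates of 60% or more, whatever share of single replicates reaches that level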; note: values of inactives mirror those of a sister screen read the other way
NR2E3 ag-2 – agonists of human NR2E3 nuclear receptor; Q9Y5X4; CHO-S Gal4-NCOR/VP16-NR2E3 two-hybrid, luciferase; inhibition of corepressor binding, % at 3.98 µM; actives 0.35% (n = 360,000); AID 602229;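 active = inhibition above the mean of all tested compounds plus 3 SD, cut at about 70% in these data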;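 note: 0% = DMSO with NR2E3 transfected cells and 100% = cells lacking NR2E3 construct; higher means lower luciferase signal from less NR2E3 corepressor binding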
Peg3 prom inh – reduces Peg3 promoter-driven luciferase expression in HeLa; actives 1.7% (n = 360,000); inhibition, % at 20 µM; HeLa PEG-Prom luciferase reporter, luminescence, overnight;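 active = inhibition of at least 50% at 20 µM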
C8 TRAIL sens – sensitizes caspase-8 expressing cells to TRAIL | NB7+C8 cells + TRAIL, ATPlite viability luminescence | inhibition (viability loss, TRAIL sensitization), % at 10 µM | actives 1% (n = 360,000);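 active = compounds causing at least 50% loss of cell viability in the single-dose screen, relative to plate controls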
HIF-2a block – inhibitors of HIF-2a | inhibition, % at 18.8 µM | 786-0 RCC cells HIF-2a reporter, luciferase luminescence, overnight | actives 0.72% (n = 360,000);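 active = inhibition of the luminescence signal of 40% or more relative to plate controls, in a single-dose primary screen at 18.75 µM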
Active calls of the source: *; x = not tested or not shown. These rows are one share of the data, so the mix of outcomes need not match the whole.

SMILES	KKLEB tox	Shn3 3UTR inh	NR2E3 ag-1	TROY signal inh	TWEAK-Fn14 inh	CF NFkB block	TRPM1 prom inh	NR2E3 ag-2	Peg3 prom inh	C8 TRAIL sens	HIF-2a block
COc1ccc(Cl)cc1NC(=O)C1CCCO1 (stereo not drawn)	6	1	2	5	-15	-10	-14	-1	28	-7	12
COCCNC(=S)N(CCc1c(C)[nH]c2ccc(OC)cc12)Cc1ccco1	-12	33	-4	3	0	-2	8	-8	15	-6	13
Cn1cc(Br)c(C(=O)N2CCN(c3cccc(Cl)c3)CC2)n1	-27	9	3	8	-1	13	5	-4	-2	-20	4
CCS(=O)(=O)c1nc2ccccc2n1CC(=O)N1CCOCC1	-2	8	2	-3	-6	8	1	10	0	-6	18
C/C(=N\Nc1ccc(C(=O)O)cc1)c1ccc2c(c1)Nc1ccccc1S2	-13	-20	1	5	-11	2	-117	-49	-144	14	-230
Nc1[nH]c(N=NC(=O)c2ccc(Cl)cc2)c2ccccc12	14	-41	1	-49	-4	6	-58	-49	-110	24	-150
COc1cc2oc(=O)cc(-c3cccc(-c4cccc(C)c4)c3)c2c(OC)c1OC	-35	-8	x	-16	10	27	7	21	27	9	31
CC(C)CCNC(=O)c1ccc(NC(=O)C2=CSCCO2)cc1	0	-4	0	-38	-19	-3	-31	-20	-143	12	-137
CC(C)c1ccc(N(C(=O)c2ccco2)C(C(=O)NC2CCCC2)c2ccncc2)cc1 (stereo not drawn)	-5	-35	2	-60	-2	-6	-42	-127	-271	31	-230
CCNC(=O)C1CC(=O)N(c2ccc(OCC)cc2)C1 (stereo not drawn)	8	-8	0	-9	8	-11	4	-22	-2	-9	-13
CCCN(CC1CC1)C(=O)COC(=O)c1[nH]c(C)c(C(=O)OCC)c1C	1	16	3	-28	-11	14	-12	-19	9	-8	-1
CN(C)C(CNc1ncnc2sc3c(c12)CCCC3)c1ccco1 (stereo not drawn)	6	-25	-2	11	-3	10	-10	-3	-1	13	-31
CCC(C)N1C(=O)S/C(=C/c2ccc(N3CCOCC3)cc2C)C1=O (stereo not drawn)	8	-27	2	33	51*	-20	-96	-41	-276	24	-175
COc1ccc(Cl)cc1Nc1ncnc2sc(C)c(S(=O)(=O)N3CCC(C)CC3)c12	-14	-8	1	-3	4	10	4	1	28	13	39
COc1ccccc1NC(=O)c1ccc(NS(C)(=O)=O)cc1	2	23	3	0	-11	-1	-1	-13	7	-12	4
CCOc1ccc2[nH]cc(C(=O)N3CCN(CC)CC3)c(=O)c2c1	0	-3	-4	-8	-13	-5	8	-7	-6	-1	-28
Cc1ccc(C(=O)OCC(=O)N(CC(C)C)c2c(N)n(Cc3ccccc3)c(=O)[nH]c2=O)s1	-4	13	1	1	5	0	1	-34	2	-6	19
Cn1nnnc1SCC(=O)Nc1cc(C(=O)O)cc(C(=O)O)c1	-2	-3	1	-1	-1	15	-1	-18	6	-17	10
O=C(CCCC(=O)c1ccccc1)NCCc1ccccc1F	-1	-13	0	-18	3	-1	11	-32	22	7	6
COc1ccc(-c2noc(CSc3nnc(-c4ccccc4)n3C)n2)cc1	-5	-15	6	-34	-14	-12	-1	-20	-22	3	-52
O=C(NC1(C(F)(F)F)NC(=O)N(Cc2cccnc2)C1=O)c1ccncc1 (stereo not drawn)	23	8	1	2	8	-12	10	1	-9	5	4
Cc1cc(C)c(C#N)c(Nc2ccccc2)n1	12	-13	1	-9	-8	-12	-7	13	2	4	-2
Cc1ccccc1NC(=O)Cn1c(C)nc2ccc(N)cc2c1=O	9	10	-2	-7	-12	-8	10	-20	9	-1	1
CC(=O)N1CCN(C(=O)CSc2nc3c(cnn3-c3ccccc3)c(=O)[nH]2)CC1	-3	-28	2	8	22	4	2	-16	6	3	23
O=C(Cn1c(CN2CCCCC2)nc2ccccc2c1=O)Nc1ccccc1	-2	8	3	9	1	7	20	-4	21	12	17
CCS(=O)(=O)N1Cc2cc(C(=O)NCC3CC3)nc(-c3cccc(-c4cccnc4)c3)c2[C@@H]1CCO	x	x	x	-4	-12	x	x	-16	x	27	9
COc1ccc(-c2c(-c3ccc(OC)c(C)c3O)n[nH]c2C)cc1	3	-2	-2	-1	-1	2	-6	4	24	12	22
Cc1cccc(-c2nc(CN3CCCC(C(=O)NC4CCC(C)CC4)C3)c(C)o2)c1 (stereo not drawn)	-12	26	1	11	31	10	1	14	6	13	7
CC1=C(C(=O)Nc2ccc(Cl)cc2)C(c2ccco2)NC(=O)N1 (stereo not drawn)	6	-1	-1	6	10	-5	13	-3	2	-17	18
COc1ccc(NC(=O)NC(c2ccccc2)c2ccccc2)c(OC)c1	-2	4	-2	1	-11	11	-4	1	14	-5	18
CCCNC(=O)c1cc(C2CCCCN2C(=O)c2cc(C(C)(C)C)nn2C)on1 (stereo not drawn)	2	51	x	-12	5	-11	x	2	1	-8	-6
Nc1nonc1-n1nnc(C(=O)N/N=C/c2ccc(OCc3ccccc3F)cc2)c1CN1CCCCC1	0	11	-1	-15	10	-27	-82	-2	-99	16	-13
COc1cc(S(=O)(=O)N2CCOCC2)ccc1N	3	-30	5	8	-6	8	1	24	1	3	5
COc1ccccc1-c1nnc(SCC(=O)Nc2ccc(N3CCOCC3)cc2)n1C	17	-10	0	7	11	3	14	-13	-8	11	1
CC(C)CNC(=O)C1(C)CCCN1Cc1ccccc1OC(F)F (stereo not drawn)	-6	4	x	4	6	14	x	25	19	-3	17
COc1ccc(NC(=O)CC23CC4CC(CC(Br)(C4)C2)C3)c(OC)c1	5	10	6	-6	18	2	-2	-5	-24	3	-10
O=C(CC1Nc2cccc3cccc(c23)NC1=O)Nc1ccc(F)cc1 (stereo not drawn)	6	-4	-5	15	6	-15	20	-32	26	-3	7
Cc1ccc2c(c1)c1c3n2CCN(C(=O)CCl)C3CCC1 (stereo not drawn)	-26	-12	4	18	6	20	20	0	56*	30	-25
CC(=O)Oc1cc(OC(C)=O)c2c(=O)c(-c3ccc4c(c3)OCCCO4)c(C)oc2c1	11	-21	-2	-3	-7	3	-23	-58	-52	9	-112
Clc1ccc(-c2nnsc2SCc2ccccc2)cc1	0	-32	0	-59	11	3	-60	-46	-116	2	-192
CSc1ncccc1C(=O)Nc1nc2ccc(S(C)(=O)=O)cc2s1	4	-5	-3	-10	-8	-5	-33	-36	-53	18	-87
CC(=O)c1ccc(-n2ccnc2)cc1	5	0	-1	22	5	-20	-11	4	5	-7	12
C/C(=N\NC(=O)c1nnn(-c2nonc2N)c1CN(C)c1ccccc1)c1ccccc1O	6	37	-8	5	-8	12	12	1	51*	24	14
CCOC(=O)c1[nH]c(C)c(C(=O)NCc2ccc(Cl)cc2)c1C	-5	-9	-1	14	7	6	4	-1	8	20	-4
CC(C)(C)OC(=O)N1CCC(c2c(C(=O)N3CCN(C4CCCCC4)CC3)cnn2-c2ccccc2)CC1	-20	-9	-2	-9	-19	30	9	-25	12	-1	5
COc1ccccc1C(=O)Oc1cc(N)n(S(=O)(=O)c2ccccc2)n1	-4	-31	3	19	4	-1	18	25	-9	-1	16
CCOc1ccc(CN(C(=O)c2oc3cc(C)ccc3c2C)C2CCS(=O)(=O)C2)cc1 (stereo not drawn)	-5	3	1	-17	4	-6	14	-19	29	2	20
COc1ccccc1C1=NC(c2ccc(F)cc2)N=C1C (stereo not drawn)	2	-31	5	-2	-25	6	-15	-27	-134	-6	-181
CN1CCN(c2nc3c(c(=O)[nH]c(=O)n3C)n2Cc2ccccc2)CC1	10	-1	0	-5	-25	-47	4	28	16	1	8
CCOC(=O)/C(N=O)=C(\O)C1CCN(C(=O)OCC)CC1	7	4	5	1	-42	-8	-1	-31	4	3	9
Cc1csc(NC(=O)c2cc3c(C)nn(Cc4ccccc4Cl)c3s2)n1	18	12	-2	22	19	-4	-7	-10	10	-3	-3
C=CCn1c(NCc2c[nH]c3ccccc23)nc2ccccc21	-5	-29	1	-30	-23	-1	-13	-47	-174	7	-150
CCCCN(CCCC)Cc1ccc(C(=O)NNC(=O)Nc2ccc(Cl)cc2)o1	1	-11	0	-12	-32	-7	-7	31	-18	-38	-2
CC(C)CC1C(=O)N(Cc2cn(CC3CCCCC3)nn2)CCS(=O)(=O)N1Cc1ccc(-c2cccc(CO)c2)cc1 (stereo not drawn)	-13	49	x	11	41	46	x	-20	23	37	-13
O=C(Nc1nnc(C2CC2)s1)C1CCCCN1S(=O)(=O)c1ccccc1 (stereo not drawn)	3	-34	1	5	26	8	-7	8	10	8	7
Cc1nc2ccccn2c1/C(O)=C1\C(=O)C(=O)N(CCN(C)C)C1c1cccnc1 (stereo not drawn)	0	6	1	18	6	-9	3	0	18	0	5
CC[C@@]1(C(=O)OC)N[C@H](CN(C)S(=O)(=O)c2ccc(-c3ccccc3)cc2)[C@@H]2C(=O)N(Cc3ccccc3)C(=O)[C@@H]21	0	7	x	-8	-19	-4	1	4	-8	1	0
Cc1ccc(NC(=O)c2cc(S(=O)(=O)N3CCCCC3)ccc2N2CCOCC2)cc1F	-4	12	4	0	3	7	1	-3	22	1	-5
Cc1cccc(NS(=O)(=O)c2ccc(C)c(NS(=O)(=O)c3cccs3)c2)c1	-7	0	x	2	22	17	2	20	10	0	6
Cc1ncc(S(=O)(=O)c2ccccc2)c(-c2ccccc2)n1	-2	-46	-1	1	-2	12	9	-5	1	-20	1

Arranged by number of heavy atoms (smallest number first): part of the list above.
SMILES	KKLEB tox	Shn3 3UTR inh	NR2E3 ag-1	TROY signal inh	TWEAK-Fn14 inh	CF NFkB block	TRPM1 prom inh	NR2E3 ag-2	Peg3 prom inh	C8 TRAIL sens	HIF-2a block
CCNC(=O)C1CC(=O)N(c2ccc(OCC)cc2)C1 (stereo not drawn)	8	-8	0	-9	8	-11	4	-22	-2	-9	-13
CC(C)CCNC(=O)c1ccc(NC(=O)C2=CSCCO2)cc1	0	-4	0	-38	-19	-3	-31	-20	-143	12	-137
Cc1nc2ccccn2c1/C(O)=C1\C(=O)C(=O)N(CCN(C)C)C1c1cccnc1 (stereo not drawn)	0	6	1	18	6	-9	3	0	18	0	5

(next part)
SMILES	KKLEB tox	Shn3 3UTR inh	NR2E3 ag-1	TROY signal inh	TWEAK-Fn14 inh	CF NFkB block	TRPM1 prom inh	NR2E3 ag-2	Peg3 prom inh	C8 TRAIL sens	HIF-2a block
CCN1C(=O)c2cccc3c(NC(=O)c4ccc(S(=O)(=O)N(C)C)cc4)ccc1c23	1	-1	0	9	10	-23	7	14	12	7	12
CCOc1ccc2nc(N(CCN(C)C)C(=O)/C=C/c3cccs3)sc2c1	-5	-7	-2	-3	13	23	-9	10	-7	-5	8
Cc1ccc(CN(C(=O)COc2ccc(Br)cc2)C2CCS(=O)(=O)C2)o1 (stereo not drawn)	21	-13	2	2	-9	-2	1	-27	17	-5	12
C=CCOn1c(C)c(C(C)=O)c2c3nonc3ccc21	-2	3	2	7	4	26	-2	-11	-4	4	15
COc1ccc(S(=O)(=O)N2CCN(C)CC2)cc1C	6	15	1	2	2	-6	-4	-8	12	9	2

Assay outcomes: PubChem BioAssay, several laboratories
